TDP43 rescue: rescues yeast growth from TDP-43 toxicity. TDP-43 expressing yeast growth rescue, BacTiter-Glo, 24 h. Potency, µM (highest dose often 46.1 µM), for the others: at the top dose growth rescue (activation), hits mostly activators. 410,000 tested, 1.8% active. AID 652104; also: % of control where 0% means no effect; nearly all actives have a fitted effect of over 50% in size
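Yeast expressing TDP-43 (pregrown in raffinose, seeded at OD600=0.02 in galactose medium) exposed to compounds 24 hr at 30 deg C. Growth read by BacTiter-Glo luminescence; rescue of toxicity appears as increased signal.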
EPAC2 antag: antagonists of human EPAC2; Q8WZA2; EPAC2 GEF exchange of Rap1B-BODIPY-GDP, fluorescence; Potency, µM (titrated, usually from 114 µM), for the others: top-dose activity, negative = inhibition, actives largely listed as inhibitors; 360,000 tested, 0.18% active; also: % is scaled to controls: 0 for no effect and ±100 for the full control effect; nearly all actives have a fitted effect of over 45% in size; many of its hits are not listed in these tables
FUS suppressor: rescues growth of FUS-expressing yeast; S. cerevisiae FUS-expressing, growth rescue, OD600, 24 h; Potency, µM (series often up to 76.6 µM), inactives show at the top dose growth rescue (activation), most hits filed as activators; 390,000 tested, 0.24% active;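 also: plate controls were DMSO vehicle for no effect and reference control for full effect; nearly all actives have a fitted effect of over 55% in size; some results filed as inactive show a strong effect at the top dose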
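FUS-expressing yeast, raffinose-pregrown, induced in 2% galactose minimal medium at OD 0.005; compounds in a dilution series, 24hr at 30C. Growth restoration read as absorbance at 600 nm. CP55940 positive control, DMSO negative.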
aSyn rescue: alpha-synuclein toxicity inhibition in yeast. Yeast expressing alpha-synuclein, growth rescue, BacTiter-Glo, 24 h. Potency, µM (top dose mostly 46.1 µM), inactives show at the top dose growth rescue (activation), hits mostly activators. 370,000 tested, 0.14% active. AID 652106; also: % of control where 0% means no effect; nearly all actives have a fitted effect of over 65% in size
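Galactose-induced alpha-syn yeast (OD600=0.02, raffinose-pregrown) + pinned cpd, 24 hr, 30 deg C; growth by BacTiter-Glo luminescence. Growth restoration scores as activation.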
EPAC1 antagonist: EPAC1 (human) antagonism; EPAC1 GEF assay, Rap1b-BODIPY-GDP exchange fluorescence; Potency, µM (titrated, usually from 115 µM), without a hit: at the top dose activity change, negative = inhibition, actives largely listed as inhibitors; 360,000 tested, 0.14% active; AID 720709;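 also: plate controls were vehicle for no effect and positive control for full effect; nearly all actives have a fitted effect of over 50% in size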
Target sequence (O95398 whole entry, looked up): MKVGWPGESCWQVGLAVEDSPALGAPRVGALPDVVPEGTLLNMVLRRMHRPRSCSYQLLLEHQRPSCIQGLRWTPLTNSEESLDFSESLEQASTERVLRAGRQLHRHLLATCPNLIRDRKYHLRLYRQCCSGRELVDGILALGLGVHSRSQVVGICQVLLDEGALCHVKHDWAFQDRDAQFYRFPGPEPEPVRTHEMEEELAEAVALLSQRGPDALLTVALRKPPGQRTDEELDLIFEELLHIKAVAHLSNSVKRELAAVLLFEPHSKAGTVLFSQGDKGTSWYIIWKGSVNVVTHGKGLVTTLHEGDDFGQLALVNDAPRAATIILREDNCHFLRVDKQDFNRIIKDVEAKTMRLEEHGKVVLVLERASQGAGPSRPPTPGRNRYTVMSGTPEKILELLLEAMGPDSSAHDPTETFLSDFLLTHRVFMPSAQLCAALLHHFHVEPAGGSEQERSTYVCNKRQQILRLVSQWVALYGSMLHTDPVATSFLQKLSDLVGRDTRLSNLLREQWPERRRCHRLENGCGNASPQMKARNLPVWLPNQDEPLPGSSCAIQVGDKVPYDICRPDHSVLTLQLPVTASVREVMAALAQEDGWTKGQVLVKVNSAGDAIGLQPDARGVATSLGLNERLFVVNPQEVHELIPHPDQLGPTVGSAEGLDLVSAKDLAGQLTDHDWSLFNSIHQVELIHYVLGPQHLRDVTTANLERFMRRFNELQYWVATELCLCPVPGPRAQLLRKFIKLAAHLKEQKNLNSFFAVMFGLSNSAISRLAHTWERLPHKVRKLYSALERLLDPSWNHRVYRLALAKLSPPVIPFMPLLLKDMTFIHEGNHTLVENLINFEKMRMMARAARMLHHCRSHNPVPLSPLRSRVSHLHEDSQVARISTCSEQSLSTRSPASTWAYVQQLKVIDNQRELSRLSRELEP
EPAC1 ag: EPAC1 (human) agonism. 360,000 tested, 0.073% active. Potency, µM (highest dose often 154 µM), inactives show at the highest dose activation, most hits filed as activators. EPAC1 agonist qHTS, biochemical assay; response scale: 100% = response to 6.5 mM cAMP. O95398; also: nearly all actives have a fitted effect of over 60% in size
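EPAC1 100 nM, Rap1B–BODIPY-GDP 250 nM, unlabeled GDP 50 uM; compound titration; 5 min RT; kinetic read ex480/em540 at 5-min intervals ×30 min; data normalized to 6.5 mM cAMP agonist control.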
PTHR1 ag: PTHR1 (human) receptor agonism; Q03431; HEK293 GP2 PTHR1 cells, GloSensor cAMP luminescence, 1 h; Potency, µM (titrated, usually from 115 µM), for the others: top-dose activation, most hits filed as activators; 410,000 tested, 0.075% active; AID 743266; also: nearly all actives have a fitted effect of over 55% in size; some results filed as inactive show a strong effect at the top dose; inactives centre near -15; many of its hits are not listed in these tables
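HEK-293-derived GP2 cells expressing PTHR1 and a GloSensor cAMP reporter, 3,000/well, plated overnight, given luciferin plus IBMX (each 0.5 mM as added) for 1 h at 37 °C, then compound for 1 h at 37 °C. Luminescence was read after 15 min at room temperature.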
EPAC2 ag: activates human EPAC2 exchange factor; Potency, µM (series often up to 154 µM), without a hit: at the highest dose activation, hits mostly activators; 360,000 tested, 0.079% active; EPAC2 activation, biochemical qHTS; response scale: 100% = 6.5 mM cAMP response; also: nearly all actives have a fitted effect of over 50% in size
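Compounds were added across a concentration range to EPAC2 (100 nM), RAP1B-BODIPY-GDP (250 nM) and GDP (50 uM). After 5 min at room temperature, fluorescence was recorded at 5-min intervals for 30 min.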
An asterisk follows results filed as active; i = inactive; u = inconclusive; x = no result given; & = joins results of further samples; [ ] = remark or other dose. Calls follow the shape of the dose curve; as a rule, active = well fitted curve in the direction sought with a large enough effect; inconclusive = small, poorly fitted or top-dose-only effect, or another doubt; inactive = no such curve, though single readings can be large; an effect the other way counts as inactive or inconclusive. Potency is read from the fitted curve at half-maximal effect.

SMILES	TDP43 rescue	EPAC2 antag	FUS suppressor	aSyn rescue	EPAC1 antagonist	EPAC1 ag	PTHR1 ag	EPAC2 ag
S=C(Nc1ccc2c(c1)OCO2)Nc1ccc2c(c1)OCO2	19%	4%	0%	-4%	-20%	-5%	i	-1%
COCCCNC(=O)C1CCC(CNS(=O)(=O)c2ccc3c(c2)CC(C)N3C(=O)C2CC2)CC1 (configuration not stated)	0%	-2%	-1%	1%	8%	-2%	i	-10%
Cc1ccc(NC(=O)COC(=O)C(NS(=O)(=O)c2ccc(Cl)cc2)C(C)O)cc1C (configuration not stated)	-12%	-4%	9%	-8%	3%	-6%	i	-9%
O=C(Nc1cccc(F)c1)[C@@H]1CCCN1	5%	3%	6%	4%	19%	6%	-21%	1%
O=C(CSc1nnc(Cc2ccccc2)n1-c1cccc(Cl)c1)NNC(=O)Cc1ccccc1	26%	-5%	x	6%	-14%	-6%	i	-15%
CCOC(=O)[C@]12CCCC=C1N(CCc1ccc(OC)c(OC)c1)C(=O)[C@H](CC(=O)N1CCSCC1)C2	13%	3%	24%	-4%	-5%	11%	i	5%
O=C(NCCN1CCCCC1)Nc1cccc(F)c1	10%	4%	-13%	1%	11%	4%	i	0%
COc1ccccc1C1/C(=C(\O)c2ccc3c(c2)OCCO3)C(=O)C(=O)N1CCCn1ccnc1 (configuration not stated)	-9%	15%	14%	0%	-5%	-12%	-15%	0%
CN(C(=O)Cn1nnc(-c2ccc(F)cc2)n1)C1CCS(=O)(=O)C1 (configuration not stated)	9%	-9%	-20%	2%	-6%	4%	i	4%
Cc1ccc(OCC(=O)NC(=S)Nc2cccc(C)n2)cc1	5%	1%	8%	-1%	-4%	2%	-22%	12%
COc1ccc(C)cc1NC(=O)CCN1CCN(C/C=C/c2ccccc2)CC1	19%	-3%	-1%	16%	-10%	0%	-8%	0%
Cc1cc(NC(=O)CSC2=Nc3ccccc3C3=NC(Cc4ccccc4)C(=O)N23)n[nH]1 (configuration not stated)	0%	6%	u	-11%	12%	-6%	-4%[57.5 µM]	-4%
CC1(C(=O)NCc2ccccc2Br)CCN1Cc1ccccc1OC(F)F (configuration not stated)	18%	u	-20%	3%	-16%	3%	-92%[inhibitor]	4%
O=C(O)c1cn(-c2ccc(F)cc2)c(=O)c2ccccc12	-11%	-1%	16%	-3%	-2%	0%	-2%	6%
Cc1nnc(SCC(=O)Nc2ccccc2F)n1Cc1ccco1	10%	5%	-4%	0%	6%	1%	7%	10%
O=C(NCCN1CCOCC1)c1cc(-c2ccc(Cl)cc2Cl)on1	-23%	-6%	5%	1%	-15%	3%	-6%	6%
CN(C)c1ccnc(C(=O)O)c1	8%	9%	-11%	10%	-18%	5%	i	1%
O=C(CN1CCCCCC1)Nc1ccc(Oc2ccccc2)cc1	-18%[1.82 µM]	-10%	2%	3%	-3%	4%	i	-1%
Nc1nc(-c2nonc2N)no1	-10%[0.397 µM]	0%	7%	3%	-6%	2%	i	3%
Cc1nn(-c2ccccc2)c(C)c1NC(=O)COc1ccc([N+](=O)[O-])cc1	17%	0%	16%	-3%	4%	2%	i	1%
CC(=O)c1c(C(=O)O)c2ccccc2[nH]c1=O	8%	6%	-25%	11%	1%	4%	i	-2%
COC(=O)Cn1cc(C(=O)c2ccco2)c2ccccc21	0%	9%	18%	-9%	9%	-2%	i	0%
Cc1cccc(N2CCN(Cc3nc(C4CC4)no3)CC2)n1	-5%	0%	-7%	-1%	2%	3%	-3%	6%
CC(C)Oc1cccc(C(=O)NC(=S)NCc2cccnc2)c1	23%	-3%	x	-1%	-21%	9%	-17%	16%

An excerpt from above in order of the PTHR1 ag value, largest number first.
| compound | PTHR1 ag |
| --- | --- |
| Cc1nnc(SCC(=O)Nc2ccccc2F)n1Cc1ccco1 | 7% |
| Cc1cccc(N2CCN(Cc3nc(C4CC4)no3)CC2)n1 | -3% |
| CC(C)Oc1cccc(C(=O)NC(=S)NCc2cccnc2)c1 | -17% |

(list continues)
SMILES	TDP43 rescue	EPAC2 antag	FUS suppressor	aSyn rescue	EPAC1 antagonist	EPAC1 ag	PTHR1 ag	EPAC2 ag
CN(c1ccccc1)S(=O)(=O)c1cccc(C(=O)Nc2ccc(N3CCOCC3)cc2)c1	-23%	-7%	u	17%	-20%	11%	-37%[inhibitor]	1%
O=C(CSc1nnc(COc2ccc(Cl)cc2)o1)Nc1nccs1	15%	0%	-13%	-1%	6%	10%	i	8%
CCOc1ccc(CNS(=O)(=O)c2cc(CN3C(=O)c4cccnc4C3=O)ccc2OC)cc1	-4%	-9%	33%	-8%	0%	14%	i	2%
CCN1CCN(Cc2oc(CO)cc(=O)c2O)CC1	4%	10%	23%	1%	9%	11%	-8%[57.5 µM]	-4%
CCn1c(CC(=O)Nc2ccccc2C)nnc1SCC(=O)NC1CCCC1	-9%	8%	2%	5%	1%	0%	i	5%
CCCn1c(=O)c(C(=O)Nc2cccc(C)n2)c(O)c2ccccc21	-19%	-8%	-15%	0%	-1%	3%	i	3%
COC(=O)CCCn1nc(NC(=O)c2ccco2)cc1C	17%	-1%	-30%	3%	18%	14%	i	3%
Cc1cccc(OCc2nnc(SCC(=O)N3CC(=O)Nc4ccccc43)o2)c1	26%	-17%	2%	3%	-4%	3%	-51%[inhibitor]	2%
CN(CC(=O)Nc1ccc(S(=O)(=O)N(C)C)cc1)Cc1ccc(C(F)(F)F)cc1	-14%	-16%	30%	-3%	-17%	-3%	-25%	7%
CC1(C(=O)NS(=O)(=O)c2ccc(Br)cc2)CCN1C(=O)CC1CCCCC1 (configuration not stated)	-1%	-10%	-14%	4%	-10%	-15%	i	-4%
CCOC(=O)N1CCN(S(=O)(=O)c2ccc(C(=O)N(CCCN(C)C)c3nc4cc(OC)ccc4s3)cc2)CC1	7%	5%	24%	3%	-11%	-7%	i	-4%
O=P(Nc1ccccc1)(Nc1ccccc1)c1ccccc1	15%	-9%	x	0%	-5%	2%	i	6%
CCOC(=O)N1CCN(C(=O)C(C)n2nc(C)n3c(cc4sccc43)c2=O)CC1 (configuration not stated)	-24%	-2%	-2%	1%	2%	-8%	-38%[inhibitor][57.5 µM]	4%
Cc1cn([C@H]2C=C[C@@H](CO)O2)c(=O)[nH]c1=O	-1%&18%	-3%&-7%	-32%&-34%	-5%&-5%&-6%	-9%&18%	-3%&-2%	-7%	-2%&10%
COc1ccc(N(C(=O)CCC(=O)Nc2cc(C)on2)C(C(=O)NC2CCCC2)c2ccco2)cc1 (configuration not stated)	15%	2%	23%	-1%	-12%	-3%	i	3%
CCOC(=O)N1CCC(NC(=O)c2cc3c(-c4ccc(Cl)cc4)nn(C)c3s2)CC1	18%	-3%	-16%	1%	3%	4%	i	2%
COc1ccccc1N(CC(O)CN(c1ccccc1)S(C)(=O)=O)S(=O)(=O)c1ccccc1 (configuration not stated)	16%	-4%	2%	1%	-10%	-2%	i	-5%
CN(C)CC(C)(C)CNC(C(=O)Nc1ccc(Cl)cc1C(F)(F)F)c1ccccc1 (configuration not stated)	-6%	3%	-6%	10%	6%	-14%	i	-6%
CCC(C)(C(=O)Nc1ccc2c(c1)OCCO2)N(C(C)=O)c1ccc(C(N)=O)cc1 (configuration not stated)	-11%	11%	14%	x	-1%	-15%	-2%	-5%
COC(=O)c1ccc(N=CC2=C(O)CC(c3ccccc3)CC2=O)cc1 (configuration not stated)	-29%	9%	1%	0%	7%	-2%	-34%[inhibitor]	7%
CCCNC(=O)c1nc(C)c(C)nc1C(=O)Nc1cccc(Cl)c1	-13%	-4%	x	1%	6%	9%	i	1%
O=C(CSc1nc(=O)n2ccccc2n1)NCc1ccccc1	-9%	0%	-1%	0%	-7%	1%	-32%	7%
Cc1cc(Nc2ccccc2)n(-c2ccc(C(=O)O)cc2)n1	-11%[9.22 µM]	3%	16%	u	-4%	-5%	i	9%
Cc1ccc(CN(Cc2cc3cccc(C)c3[nH]c2=O)C(=S)NCCCN(C)C)cc1	-14%	-3%	9%	-3%	-21%	6%	i	2%

Reprinted at random: 2 compounds from above.
SMILES	TDP43 rescue	EPAC2 antag	FUS suppressor	aSyn rescue	EPAC1 antagonist	EPAC1 ag	PTHR1 ag	EPAC2 ag
CN(C)CC(C)(C)CNC(C(=O)Nc1ccc(Cl)cc1C(F)(F)F)c1ccccc1 (configuration not stated)	-6%	3%	-6%	10%	6%	-14%	i	-6%
Cc1ccc(CN(Cc2cc3cccc(C)c3[nH]c2=O)C(=S)NCCCN(C)C)cc1	-14%	-3%	9%	-3%	-21%	6%	i	2%

The listing continues.
SMILES	TDP43 rescue	EPAC2 antag	FUS suppressor	aSyn rescue	EPAC1 antagonist	EPAC1 ag	PTHR1 ag	EPAC2 ag
Cc1c(C)c2cc(Cl)c(O)c(CN(C)C)c2oc1=O	18%	-1%	22%	-2%	-6%	5%	i	1%
CC(NC(=O)N1CCN(c2ccccc2F)CC1)c1ccc(F)c(F)c1 (configuration not stated)	-11%	2%	6%	0%	12%	9%	-3%	8%
CC(C)(C)N(Cc1cc2ccccc2[nH]c1=O)C(=O)c1ccco1	12%	2%	-6%	-14%	-4%	11%	-27%	11%
Oc1ccc(-c2csc(Nc3cccnc3)n2)cc1	-19%	u	29%	-3%	-13%	8%	i	8%
CCN(CC)C(=O)CSc1ncnc2c1nnn2-c1ccc(OC)cc1	-14%	-1%	-1%	-1%	-11%	12%	i	8%
Cc1ccc(-n2nc3c(c2NC(=O)c2c(-c4ccccc4Cl)noc2C)CSC3)cc1	-21%	-3%	-9%	7%	5%	8%	-14%	8%
CC(C)OC(=O)/C(=C/c1ccc(Br)cc1)NC(=O)c1ccco1	23%	1%	x	-5%	u	0%	-27%	11%
O=C(Oc1ccc2cc(Br)ccc2c1)c1cccnc1	7%	6%	-36%	-11%	-11%	4%	-3%[57.5 µM]	4%
COc1ccc(OC)c(NC(=O)c2ccccc2OC(C)=O)c1	x	2%	-27%	x	2%	-13%	-57%[inhibitor]	5%
CC(C)Sc1ncc(S(=O)(=O)c2ccccc2)c(=O)[nH]1	-14%	-9%	-3%	-4%	-23%	11%	i	1%
Cc1ccc(/C=N/NC(=O)Cn2nnc(N)n2)o1	3%	3%	3%	3%	12%	-2%	i	7%
CC1(Cc2cc(Cl)ccc2C(F)(F)F)C(=O)Nc2c(Cl)cccc21 (configuration not stated)	2%	u	6%	0%	-10%	-11%	-8%	2%
O=C(CSc1ccc2c(c1)OCCO2)NCCN1C(=O)CSC1=O	11%	6%	-7%	2%	-13%	8%	0%	2%
CC1(C)CC(=O)C(C(=O)c2ccccc2)C(=O)C1Cl (configuration not stated)	u	1%	-2%	6%	-19%	3%	0%	22%
CC(C)C(=O)N1CCN(S(=O)(=O)c2ccc3ccccc3c2)CC1	-25%	13%	0%	2%	9%	-6%	-27%	3%

Not all compounds are listed; count on the stated rates, not on these rows.
